MgcRacGAP inhibition: MgcRacGAP GTPase-activating activity inhibitors, confirmation, biochemical, ADP Hunter fluorescence; MgcRacGAP-stimulated Rac1 GTP hydrolysis, ADP Hunter fluorescence; higher % means a stronger effect; GST-tagged Rac1 F28L mutant substrate; inhibition, % at 30 µM, or IC50 in µM where a hit was titrated; 340,000 compounds, 0.6% hits;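 active = first-screen hits whose inhibition reached a set limit at any dose in the follow-up dose series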;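 also: fluorescence reports GDP produced by GAP-driven GTP hydrolysis; strong numbers were not always called active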
UTI89 phage lysis: protection from phage-mediated lysis, alamar blue read-out – E. coli UTI89, K1F phage, bacterial capsule biogenesis inhibitors (AID 488966) | E. coli UTI89 K1F phage lysis, alamar blue, 2 h; higher % means a stronger effect | inhibition, % at 100 µM, or IC50 in µM where a hit was titrated | 340,000 compounds, 0.02% hits;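 active = phage lysis inhibition, versus mean bacterial control, above a set limit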;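 also: capsule biogenesis inhibitors block K1F phage lysis so surviving cells raise fluorescence; higher fluorescence means more inhibition of phage lysis; actives were called in the ten point dose series up to 300 µM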
PhoP inhibition: inhibitors of PhoP regulon expression, primary screen, Salmonella Typhimurium, GFP reporter (AID 1863); S. Typhimurium PhoP-regulated promoter GFP reporter, 4 h; higher % means a stronger effect; inhibition, % at 50 µM; hits with a dose series show IC50 in µM; 300,000 compounds, 0.16% hits;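 active = inhibition over 29.93%, a cutoff 3 SD above the screen mean, later confirmed by dose response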;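 also: 0% = low Mg2+ inducing control and 100% = high Mg2+ repressing control; strong numbers were not always called active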
Myeloid diff MLP: compounds promoting myeloid differentiation. calls only at 10 µM. ER-HoxA9 myeloid progenitors, lysozyme-GFP differentiation, flow cytometry. 360,000 compounds, 1% hits;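 active = normalized GFP-positive differentiation at or above the plate's own cutoff, the solvent-only control mean plus 3 SD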;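 also: cells exposed to compound for four days before flow analysis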
NTR1 agonist: NTR1-driven beta-arrestin-GFP spot formation – imaging, U2OS cells, high content, primary screen (AID 493036) | activation, % at 20 µM | agonist mode | P30989 | 330,000 compounds, 0.17% hits;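 active = activation at or above 40% of the spot to cytoplasm intensity ratio, with at least 20 cells analyzed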;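 also: 0% = DMSO without peptide and 100% = 100 nM NTR1 peptide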
Target sequence (P30989 whole entry, looked up): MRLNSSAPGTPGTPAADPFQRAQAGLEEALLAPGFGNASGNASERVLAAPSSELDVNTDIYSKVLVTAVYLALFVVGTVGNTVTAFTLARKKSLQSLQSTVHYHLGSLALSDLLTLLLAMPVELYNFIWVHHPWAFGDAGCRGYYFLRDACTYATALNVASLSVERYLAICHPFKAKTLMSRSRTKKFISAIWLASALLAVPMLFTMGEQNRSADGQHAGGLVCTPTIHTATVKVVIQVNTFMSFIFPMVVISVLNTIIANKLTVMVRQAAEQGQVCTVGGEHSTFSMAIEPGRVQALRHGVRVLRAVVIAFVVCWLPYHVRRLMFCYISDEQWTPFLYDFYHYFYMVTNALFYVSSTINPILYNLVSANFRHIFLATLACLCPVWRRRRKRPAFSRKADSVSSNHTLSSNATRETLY
SV40 large T antigen: SV40 large T antigen inhibitors, biochemical (AID 1903). one-dose inhibition, % at 20 µM; IC50 in µM for titrated hits. 310,000 compounds, 0.39% hits. SV40 large T antigen ATPase/helicase inhibition assay; higher % means a stronger effect; in the data active = a potency from the dose series; also: strong numbers were not always called active
TNAP activation fold: human TNAP enzyme activators, primary screen, biochemical, luminescent, no phosphate acceptor, uHTS (AID 1001); purified TNAP, luminescent activation assay, no phosphate acceptor; higher activation fold means a stronger effect; activation fold at 20 µM; hits with a dose series show EC50 in µM; 200,000 compounds, 0.03% hits; in the data active = activation fold from about 3, or a potency from the dose series; inactive = the rest, 99 in 100 with activation fold below about 1.6; also: many of its hits are not listed in these tables
RSV CPE inhibition: RSV antiviral activity via CPE protection, HEp-2 cells, primary 10 µM value included (AID 2391); HEp-2 cells, RSV-induced CPE inhibition; higher % means a stronger effect; CPE inhibition, % at 10 µM; hits with a dose series show IC50 in µM; 310,000 compounds, 0.13% hits; in the data active = a potency from the dose series; also: strong numbers were not always called active
T cell HTS: T cell immune modulation candidate. 2C CD8+ T cell-vesicle binding, flow cytometry; active compounds read low. calls only at 7 µM. 330,000 compounds, 0.068% hits;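 active = response, share of CD8 T cells binding vesicles, and their 90th percentile fluorescence all below set limits, cut at about 80% in these data, passing the limit was not always enough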
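System: murine 2C transgenic CD8+ T lymphocytes; also added: QL9-loaded Drosophila micro-vesicles; times: binding 1.5 h at 37 °C; measured by: flow cytometry, PE anti-B7-1 (FL2) versus Alexa647 anti-CD8 (FL8), PFA-fixed; control set: Peptide-free naked vesicles (low) and QL9 vesicles with 0.7% DMSO vehicle (high)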
T cell HTS vesicle-bound %: recorded beside T cell HTS, whose call it bears; double positive events, %; measured here: CD8+ vesicle-bound cell fraction;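 binding gate set so that unloaded-vesicle control wells show 10% double positive cells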
NTR1 agonist cell count 20 µM: further read-out of NTR1 agonist, marked with its call; cell count; measured here: cell count, cytotoxicity flag
Myeloid diff MLP GFP+ MAC1+ %: also measured in Myeloid diff MLP; calls as there; GFP+ MAC1+ double positive, %; measured here: differentiation confirmed by MAC1 staining
Active calls of the source: *; i = inactive; . = no result given; [ ] = remark or other dose.

The line under a structure holds: MgcRacGAP inhibition | UTI89 phage lysis | PhoP inhibition | Myeloid diff MLP | Myeloid diff MLP GFP+ MAC1+ % | NTR1 agonist | NTR1 agonist cell count 20 µM | SV40 large T antigen | TNAP activation fold | RSV CPE inhibition | T cell HTS | T cell HTS vesicle-bound %
(1) CC(Cc1cccs1)NC(=O)Nc1ccc([N+](=O)[O-])cc1 (centres undefined)
  8.5% | 0.2% | 0.0% | i | 0.0 | -0.4 | 91 | -3.5% | 1.1 | 10.9% | i | 34.2
(2) C#CCOCCOCCOCCNc1nc(N2CCN(C(=O)[C@H]([C@@H](C)CC)n3cc([C@@H](N)CC(C)C)nn3)CC2)nc(N2CCN(C(=O)[C@H](CCCCN)n3cc([C@@H](N)CC(C)C)nn3)CC2)n1
  22.8% | 2.6% | -1.0% | . | . | -1.4 | 60 | 8.4% | 1.1 | 0.2% | i | 42.0
(3) CCc1ccccc1NC(=O)CN1CCN(C(=O)CNC(=O)c2ccc(-c3ccccc3)cc2)CC1
  8.2% | -0.3%[50 µM] | . | i | 1.7 | 0.6 | 60 | . | . | 3.3% | i | 50.0
(4) CC(=O)Nc1ccc(S(=O)(=O)N(Cc2cccnc2)Cc2cc3ccc(C)cc3[nH]c2=O)cc1
  13.6% | 0.2% | -0.9% | i | 4.8 | 1.2 | 51 | 5.4% | . | 0.1% | i | 62.8
(5) COCCN(C(=O)c1cc2c(s1)CCC2)c1c(N)n(CC(C)C)c(=O)[nH]c1=O
  11.8% | 0.1%[50 µM] | . | i | 1.0 | -0.4 | 55 | . | . | 0.4% | i | 52.3
(6) Cc1cc(=O)oc2cc(OCC(=O)NCC3CCCO3)ccc12 (centres undefined)
  4.0% | 0.0% | -2.5% | i | 0.2 | -0.1 | 92 | 5.7% | 1.1 | -0.8% | i | 8.7
(7) COc1cc(CN2CCNC(=O)C2CC(=O)NC2CCC2)cc(OC)c1 (centres undefined)
  0.8% | 0.3% | -10.9% | i | 0.3 | -0.7 | 52 | 0.5% | . | 1.4% | i | 11.5
(8) CCOC(=O)c1c(NC(=O)C2COc3ccccc3O2)sc(C(C)=O)c1C (centres undefined)
  3.5% | 0.3%[50 µM] | -12.0% | i | 12.3 | 4.9 | 41 | 4.3% | 1 | 4.0% | i | 28.2
(9) Cc1cc(N)n2ncc(-c3cccc(Br)c3)c2n1
  8.9% | 0.3% | -0.8% | i | 1.1 | 2.6 | 42 | 10.6% | 0.9 | 65.7% | i | 25.3
(10) Cc1ccc(CSCCNC(=O)c2ccc(NS(C)(=O)=O)cc2)cc1
  3.8% | 2.8% | -9.4% | i | 0.4 | 2.3 | 40 | 8.4% | 1.1 | -0.6% | i | 19.4
(11) Clc1ccc(CNCCCSc2ncccn2)cc1
  4.2% | -0.2% | -4.0% | i | 0.6 | 1.0 | 59 | 5.9% | . | 0.4% | i | 65.2
(12) O=C(NCc1ccccc1)c1ccc2c(c1)S(=O)(=O)c1cc(Cl)ccc1C2=O
  10.8% | 0.4% | . | i | 2.8 | 9.0 | 63 | . | . | 0.7% | i | 17.9
(13) O=C(Nc1ccccc1F)c1ccc(Cn2cc(Br)cn2)cc1
  8.2% | 0.5% | 4.2% | i | 0.6 | -1.1 | 78 | 7.3% | 1.1 | 0.3% | i | 62.7
(14) O=[N+]([O-])c1ccccc1S(=O)(=O)N1CCN(Cc2ccc3c(c2)OCO3)CC1
  18.6% | 0.1% | -0.6% | i | 0.9 | -0.5 | 42 | -5.1% | 1 | 0.4% | i | 60.9
(15) CCN1CCN(C(=S)Nc2ccc3nc(N4CCN(C)CC4)cc(C)c3c2)CC1
  16.1% | -0.2% | 4.0% | i | 0.0 | -1.5 | 51 | 12.3% | 1.2 | 1.4% | i | 6.4
(16) COc1ccccc1-n1cc(CN2CCN(C3CCCCC3)C(CCO)C2)cn1 (centres undefined)
  5.8% | -0.1% | -1.9% | i | 0.8 | -1.5 | 71 | 61.3% | 1.1 | -1.5% | i | 37.4
(17) CC(C)[C@H](NC(=O)c1ccccc1Cl)C(=O)OCc1cc(=O)n2cc(Br)ccc2n1
  2.5% | 0.8% | 1.3% | i | 0.0 | 0.0 | 62 | 27.7% | 1.1 | -1.4% | i | 50.6
(18) COc1ccc(-n2c(SC3CCOC3=O)nc3ccccc32)cc1 (centres undefined)
  -7.3% | -0.3% | 11.9% | i | 1.0 | 0.1 | 55 | 3.9% | 1.1 | 0.4% | i | 21.9
(19) Cc1ccc(-n2ncc3c(N4CCCC4)ncnc32)c(C)c1
  3.2% | 0.1% | 2.8% | i | 0.6 | 1.4 | 90 | 6.6% | 1.1 | 2.6% | i | 19.6
(20) Cc1cc(C(=O)N/N=C/c2cc(Cl)cc([N+](=O)[O-])c2O)c2ccccc2n1
  5.4% | -13.5% | 28.8% | i | 0.3 | 0.8 | 48 | 5.5% | 0.9 | -1.1% | i | 37.6
(21) COc1ccc(-c2nnc(SCCC(=O)O)n2-c2ccccc2)cc1
  7.0% | 4.8% | 26.8% | i | 4.7 | 1.0 | 87 | 10.1% | 1 | -0.9% | i | 12.0
(22) Cc1ccc2nc(C)cc(Cl)c2c1
  3.2% | 0.8% | -9.8% | i | 0.2 | -0.9 | 94 | 7.8% | 1 | 0.6% | i | 36.2
(23) CCC(c1nnnn1CCOC)N1CCN(C(=O)c2ccco2)CC1 (centres undefined)
  7.6% | 0.6% | -4.6% | i | 1.2 | 2.1 | 49 | 14.2% | 0.9 | 0.0% | i | 36.0
(24) O=C(CSc1nc2ccccc2s1)Nc1ccc(Cl)c(S(=O)(=O)N2CCOCC2)c1
  6.6% | 7.0% | -14.3% | i | 0.5 | 1.9 | 70 | 15.5% | 1 | 12.0% | i | 44.3
(25) O=C(Nc1cccn2ncnc12)c1ccc(Cl)cc1Cl
  5.8% | 0.2% | 6.1% | i | 1.2 | -1.5 | 86 | -1.3% | 1 | -0.3% | i | 22.5
(26) C=CCN(CC=C)C(=O)Cn1cnc([N+](=O)[O-])n1
  0.6% | 4.5% | -3.3% | i | 0.4 | -0.8 | 39 | 6.1% | 1.1 | 0.1% | i | 23.8
(27) O=C(Nc1cccc(-n2cnnn2)c1)c1cc(Cl)nc(Cl)c1
  9.6% | 0.4% | -3.5% | i | 6.0 | 1.7 | 42 | 9.4% | . | -0.9% | i | 43.8
(28) Cc1ccc(Cn2c(/C=C/c3ccco3)nc3ccccc32)cc1
  -5.6% | 7.4% | 4.3% | i | 0.2 | 0.0 | 51 | 12.0% | 1.1 | 0.8% | i | 35.7
(29) Cc1ccc(NC(=S)C2=C(O)c3sccc3N(C)S2(=O)=O)cc1
  11.1% | -2.4% | -11.6% | i | 1.0 | -1.2 | 74 | 17.1% | 1.1 | 6.5% | i | 42.9
(30) COc1ccc(CCNC(=O)CN(C)S(=O)(=O)c2cccc3nsnc23)cc1OC
  -1.6% | -0.1% | 4.3% | i | 1.2 | -2.1 | 98 | 9.8% | 1.1 | 1.1% | i | 61.8
(31) CCCNC(=O)c1ccc(Cn2cc(-c3ccc(OC)cc3)nc2C(C)N)cc1 (centres undefined)
  -13.5% | 0.0% | . | i | 2.4 | -0.8 | 43 | 11.5% | . | -1.7% | i | 39.4
(32) Cc1ccc(S(=O)(=O)n2ccc3cccnc32)cc1
  2.0% | -0.3% | 1.6% | i | 0.5 | -1.9 | 73 | 5.4% | 1.1 | 4.2% | i | 24.0
(33) C=CCn1c(C#N)c(N)sc1=N
  6.4% | 2.0%[50 µM] | 1.8% | i | 0.7 | 0.2 | 63 | 5.0% | 1.1 | 1.9% | i | 36.3
(34) CCC(=O)Nc1sc2c(c1C#N)CC(C)(C)NC2(C)C
  2.4% | 0.0% | -1.3% | i | 0.4 | 1.2 | 94 | 11.2% | 1 | -0.6% | i | 38.6
(35) CCCOc1ccc(NC(=O)Cc2ccc(S(=O)(=O)N3CCOCC3)s2)cc1OCCC
  4.1% | 0.1%[50 µM] | 0.4% | i | 0.3 | 2.8 | 67 | 10.5% | . | 1.4% | i | 58.7
(36) CCOC(=O)c1cc2c(nc1N)CC(C)(CC)OC2 (centres undefined)
  4.8% | 0.5% | 0.9% | i | 1.2 | 0.4 | 48 | 0.8% | 1.1 | 1.0% | i | 22.5
(37) Cn1cc(C(=O)NCc2ccccc2F)cn1
  -9.2% | 1.4%[50 µM] | 12.9% | i | 1.0 | 3.8 | 60 | 4.0% | 1.1 | 2.0% | i | 50.5
(38) CCN(CC)CCN(C(=O)c1ccc2ccccc2c1)c1nc2cc3c(cc2s1)OCO3
  10.9% | 0.4% | -3.3% | i | 0.7 | 4.3 | 64 | 11.9% | . | 0.8% | i | 73.1
(39) O=C1CCCN1CCCNS(=O)(=O)c1ccc(Cl)c(C(=O)N2CCOCC2)c1
  -6.5% | -0.2% | -11.7% | i | 1.8 | -3.8 | 81 | 5.6% | 1 | 1.5% | i | 51.7
(40) O=S(=O)(c1ccc(Cl)cc1)N1CCN(Cc2cccnc2)CC1
  2.8% | 0.1% | -5.9% | i | 1.3 | 0.1 | 49 | 6.2% | . | 0.2% | i | 26.1
(41) O=C1NC[C@H](Cc2ccc(O)cc2)N(CCc2cccc3ccccc23)C1=O
  9.0% | 3.8% | 4.1% | i | 1.6 | 0.2 | 90 | 7.3% | . | 2.4% | i | 38.7
(42) COc1ccccc1C(=O)NC(=O)COC(=O)c1cccc(NC(C)=O)c1
  10.6% | 1.0%[50 µM] | -1.3% | i | 3.5 | 0.6 | 66 | 8.3% | . | 1.7% | i | 46.4
(43) NS(=O)(=O)c1ccc(CNC(=O)Cc2ccsc2)cc1
  9.0% | -0.1% | -0.2% | i | 0.5 | 0.8 | 48 | 19.3% | . | 5.5% | i | 23.8
(44) Cc1cc(C)cc(N(CC(=O)NCc2ccco2)S(=O)(=O)c2c(C)noc2C)c1
  1.1% | -2.4% | -3.9% | i | 4.1 | -1.4 | 48 | 2.9% | 1.1 | -0.3% | i | 31.2
(45) CCN(CC)C(=O)N1CCC(NC(=O)c2ccccc2)CC1
  5.4% | 0.7% | -2.9% | i | 0.6 | -3.0 | 75 | -5.3% | 1 | 0.5% | i | 20.2
(46) CC12CC(c3ccccc3O1)C(/C(N)=N/NC(=O)c1ccc(F)cc1)C(=O)N2 (centres undefined)
  7.6% | 1.1% | 9.9% | i | 0.2 | 5.4 | 88 | -3.7% | 1.1 | 3.6% | i | 57.6
(47) COc1ccc(Br)cc1C(=O)Nc1cccc(C)c1C
  1.2% | 0.5%[50 µM] | 3.5% | i | 2.4 | 3.4 | 58 | 19.5% | 1.1 | 1.6% | i | 43.8

Assay outcomes: PubChem, several laboratories
